TRHR agonist = activates the human TRH receptor; actives 0.18% (n = 360,000); activation, % at 2 µM; TRHR cells, calcium flux fluo-8, FDSS agonist mode; in the data active = activation above about 30%; also: 0% is about no effect
Target sequence (P34981 whole entry, looked up): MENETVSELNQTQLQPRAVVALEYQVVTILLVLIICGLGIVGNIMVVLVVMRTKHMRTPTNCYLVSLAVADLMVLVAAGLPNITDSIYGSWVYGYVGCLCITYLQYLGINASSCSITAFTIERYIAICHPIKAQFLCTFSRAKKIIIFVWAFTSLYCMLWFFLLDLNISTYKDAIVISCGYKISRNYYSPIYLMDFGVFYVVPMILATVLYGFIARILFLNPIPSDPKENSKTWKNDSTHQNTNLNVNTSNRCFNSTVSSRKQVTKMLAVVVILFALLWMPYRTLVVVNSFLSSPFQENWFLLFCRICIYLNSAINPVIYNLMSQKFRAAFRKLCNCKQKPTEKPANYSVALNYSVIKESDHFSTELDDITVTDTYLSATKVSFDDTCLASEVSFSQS
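Steps: seed TRHR cells overnight; add fluo-8 no-wash Ca dye, RT 30 min–1.5 h; record 10 s baseline; pin-transfer compounds; monitor fluorescence 1 cycle/s for the agonist window. Calcium increases flag candidate agonists.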
POLK inh = blocks human DNA polymerase kappa activity. Q9UBT6. purified Pol kappa, fluorescent DNA synthesis assay, 10 min. actives 0.53% (n = 400,000). Potency, µM (titrated, usually from 107 µM), for the others: top-dose activity, negative = inhibition, hits mostly inhibitors; also: potency is read from the fitted curve at half-maximal effect; % is scaled to controls: 0 for no effect and ±100 for the full control effect
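10 nM Pol kappa preincubated 15 min at room temperature with compounds, then reaction started with substrate at 50 nM final. Fluorescence read kinetically at 0 and 10 min; buffer-only wells served as negative control.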
APE1 inh = blocks human APE1 abasic DNA cleavage. Potency, µM (highest dose often 65.8 µM), for inactives: top-dose activity change, negative = inhibition, most hits filed as inhibitors. AID 2517. actives 0.35% (n = 350,000). recombinant APE1, TAMRA/BHQ-2 abasic DNA cleavage fluorescence. P27695;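 also: potency is read from the fitted curve at half-maximal effect; plate controls were vehicle for no effect and reference inhibitor for full effect; nearly all actives have a fitted effect of over 55% in size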
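Quantitative HTS: incision of a TAMRA/BHQ-2 double-stranded substrate bearing a tetrahydrofuran abasic site by 0.75 nM APE1 raises fluorescence. Substrate 50 nM final, added after 15 min compound preincubation at room temperature; progress as third-minus-first kinetic read difference.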
Pol iota inh = inhibitors of human DNA polymerase iota; AID 588590; Potency, µM (top dose mostly 115 µM), inactives show at the top dose activity, negative = inhibition, most hits filed as inhibitors; actives 1% (n = 390,000); Pol iota fluorescent replication assay, 10 min; also: potency is read from the fitted curve at half-maximal effect
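Fluorescent replication assay read twice, at 0 min and 10 min after adding 50 nM (final) substrate. Enzyme (10 nM) and compounds were first incubated 15 min at room temperature; enzyme-free buffer wells were negative controls.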
POLB inh = blocks human DNA polymerase beta activity. actives 1.3% (n = 340,000). Potency, µM (series often up to 114 µM), for inactives: top-dose activity change, negative = inhibition, hits mostly inhibitors. P06746. Pol beta primer extension/strand displacement, fluorescence kinetic; also: potency is read from the fitted curve at half-maximal effect; % is scaled to controls: 0 for no effect and ±100 for the full control effect
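Homogeneous kinetic assay of primer extension and strand displacement by 10 nM Pol beta, preincubated 15 min at room temperature with compound before 50 nM substrate (final) was added. Read at 0 and 10 min; four-parameter Hill fit.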
ERG-DNA inh = blocks human ERG Ets domain binding to DNA; P11308; fluorescence polarization, His-ERG Ets domain / labelled DNA; Potency, µM (highest dose often 76.9 µM), for the others: at the highest dose FP activity, negative = inhibition, most hits filed as inhibitors; actives 0.028% (n = 370,000); AID 624246; active = well fitted inhibition curve with a large enough effect in the polarisation, with a control signal flat; inconclusive = small, poorly fitted or top-dose-only effect, or effect the other way, or a change in a side signal; inactive = no such curve, though single readings can be large or run the other way; the % refers to the polarisation;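 also: polarization taken with two DNA probes labelled with fluorescein and Texas red; potency is read from the fitted curve at half-maximal effect; % of control where 0% means no effect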
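His-tagged ERG Ets domain (1 uM in the protein solution; 300mM KCl, 50mM Tris-HCl, 1mM EDTA, 1mM DTT, pH 7.5) received compound, then a probe mix of 5 nM fluorescein-DNA and 100nM Texas-615-DNA. Fluorescence polarization was read for both dyes.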
BLM inh = blocks DNA unwinding by human BLM helicase | P54132 | Potency, µM (series often up to 56.1 µM), for inactives: at the highest dose activity change, negative = inhibition, actives largely listed as inhibitors | AID 2528 | recombinant BLM DNA unwinding, fluorescence dequenching | actives 0.2% (n = 350,000);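 also: potency is read from the fitted curve at half-maximal effect; plate controls were vehicle for no effect and no enzyme for full effect; nearly all actives have a fitted effect of over 35% in size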
12-LOX inh = ALOX12 (human) lipoxygenase inhibition; P18054; purified 12hLO, xylenol orange hydroperoxide absorbance; Potency, µM (doses to about 108 µM), for the others: at the highest dose activity change, negative = inhibition, most hits filed as inhibitors; actives 1.1% (n = 580,000); AID 1671190; also: potency is read from the fitted curve at half-maximal effect; % is scaled to controls: 0 for no effect and ±100 for the full control effect
Target sequence (P18054 whole entry, looked up): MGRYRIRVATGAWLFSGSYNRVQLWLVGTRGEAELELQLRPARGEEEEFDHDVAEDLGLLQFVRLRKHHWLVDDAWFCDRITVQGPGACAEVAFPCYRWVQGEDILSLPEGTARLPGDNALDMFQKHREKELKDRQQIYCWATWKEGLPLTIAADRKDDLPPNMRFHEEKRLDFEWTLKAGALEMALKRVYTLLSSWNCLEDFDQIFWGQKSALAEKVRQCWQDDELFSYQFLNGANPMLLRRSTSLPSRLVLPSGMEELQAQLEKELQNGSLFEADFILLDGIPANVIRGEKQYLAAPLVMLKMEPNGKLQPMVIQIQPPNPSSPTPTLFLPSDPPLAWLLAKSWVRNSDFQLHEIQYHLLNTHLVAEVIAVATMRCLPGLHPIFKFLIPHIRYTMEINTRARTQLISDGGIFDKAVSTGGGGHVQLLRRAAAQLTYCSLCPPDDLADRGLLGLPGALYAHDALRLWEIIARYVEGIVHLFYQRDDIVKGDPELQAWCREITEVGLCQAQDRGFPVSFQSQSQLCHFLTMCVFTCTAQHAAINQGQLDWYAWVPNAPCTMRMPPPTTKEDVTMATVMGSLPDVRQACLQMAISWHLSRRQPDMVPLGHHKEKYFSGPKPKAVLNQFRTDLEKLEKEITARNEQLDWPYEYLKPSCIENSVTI
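Purified human 12hLO at 150 nM in 25 mM Hepes, 0.01% Triton X-100, pH 7.0, preincubated 15 min at room temperature with compound. Reaction started with 40 uM arachidonic acid, 30 min at room temperature. Hydroperoxide measured by Fe-xylenol orange, 573/405 nm absorbance ratio.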
Anesthetic bind = binds horse apoferritin like a general anesthetic. P02791. apoferritin/1-aminoanthracene competitive binding, fluorescence. Potency, µM (series often up to 77.5 µM), inactives show top-dose activity change, negative = displacement, hits mostly inhibitors. actives 0.074% (n = 350,000). AID 485281; also: potency is read from the fitted curve at half-maximal effect; % is scaled to controls: 0 for no effect and ±100 for the full control effect; nearly all actives have a fitted effect of over 20% in size
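Concentration-response curves derived by four-parameter Hill fitting of normalized fluorescence, where compounds displaced 1-AMA from 10 uM horse apoferritin following a brief 10 min room-temperature incubation; propofol titration acted as positive control.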
* marks the source's active call; other numbers are inactive results; ? = inconclusive; nt = no result given; & = joins results of further samples; [ ] = dose if it differs, or a comment. Unless noted, calls follow the shape of the dose curve; as a rule, active = well fitted curve in the direction sought with a large enough effect; inconclusive = small, poorly fitted or top-dose-only effect, or another doubt; inactive = no such curve, though single readings can be large; an effect the other way counts as inactive or inconclusive. This is a subset; count on the stated rates, not on these rows.

Compound	TRHR agonist	POLK inh	APE1 inh	Pol iota inh	POLB inh	ERG-DNA inh	BLM inh	12-LOX inh	Anesthetic bind
CC(C)C1N=C2c3ccccc3N=C(SCc3cc(=O)n4cc(Cl)ccc4n3)N2C1=O (centres undefined)	-1.1	3.2%	-0.1%	8.9%	0.3%	6.5%	-3.8%	8.6%	-21.3%
COc1ccc(SC[C@H](Cc2ccccc2)N2CCN(CCc3ccccc3)CCC2=O)cc1	1.3	-13.9%	-3.7%	7.6%	-26.8%	-4.2%	-6.3%	-0.1%	-3.8%
COc1ccccc1N1CCN(Cc2ccsc2)CC1	-0.3	-19.8%	-2.9%	5.1%	0.8%	-13.4%	-0.4%	?	-8.5%
C=CCN=C1N[C@@H](c2ccccc2)C(C(=O)OC)=C(C)N1CC	-0.2&0.5	4.6%	-12.3%&7.6%	-9.5%	17.9%&3.9%	-14.8%	-0.8%&1.4%	nt	-4.6%&-4.2%
O=C(c1ccccc1)c1cn[nH]c1-c1ccccc1O	0.4	-14.0%	-3.2%	-7.2%	10.4%	-3.8%	-1.5%	32.7%[activator]	-11.6%
COCCNC(=O)c1ccccc1NC(=O)C1COc2ccccc2O1 (centres undefined)	0.9	-18.8%	0.7%	45.3%[activator]	8.1%	-1.7%	-2.0%	17.7%	-10.2%
CC(C)c1ccccc1NC1=CC(=O)CC(C)(C)C1	0.2	-5.2%	1.0%	28.7%	39.2%	3.1%	-1.8%	10.3%	-0.2%
CCOCC(=O)Nc1nnc(Cc2ccc(OC)c(OC)c2)s1	-0.8	-15.9%	-1.3%	12.3%	-0.4%	1.0%	1.3%	?	-9.3%
CCN(CC)C(=O)N1CCN(S(=O)(=O)c2c(C)cc(C)cc2C)CC1	0.2	-6.7%	6.5%	?	-20.7%	-1.3%	-5.7%	4.3%	-13.0%
CC(=O)c1c(C)[nH]c(C(=O)Nc2cccc(C(F)(F)F)c2)c1C	0.4	-17.4%	-11.2%	74.1%[activator]	-25.7%	4.0%	-7.3%	-9.0%	-6.5%
COC(=O)c1ccc(Cn2nnc3c(=O)[nH]c(C4CCCN(S(=O)(=O)c5ccccc5Cl)C4)nc32)cc1 (centres undefined)	0.8&0.3	-2.7%&0.0%	1.1%	12.2%&-4.6%	-1.1%&-6.1%	-4.7%&-0.4%	-3.5%&-2.7%	0.0%&-11.9%	-7.8%&-13.3%
COc1ccc(NC(=O)NCCN2C(=O)C3C4C=CC(C4)C3C2=O)cc1 (centres undefined)	-0.1	-13.7%	-1.4%	13.1%	-8.8%	-12.1%	2.5%	469.7%[activator]	-4.0%
C=CCn1c(SCC(=O)N2CCCC2)nc2cc(C(=O)NCC3CCCO3)ccc2c1=O (centres undefined)	-0.1	-19.9%	0.4%	4.3%	32.6%	-1.7%	-1.0%	26.1%	-11.2%
CCc1csc(CCNC(=O)C2CCC(=O)N(Cc3ccccc3F)C2)n1 (centres undefined)	-0.2	-8.0%	13.8%	108.9%[activator]	30.5%	-0.3%	-3.3%	3.3%	-5.0%
C/C(CC(=O)Nc1cccc(Br)c1)=N\NC(=O)c1ccc(O)cc1O	1.9	-27.1%	44.7%	?	-26.7%	-1.6%	-5.1%	?	-8.0%
CCNC(=O)c1cnc2c(-c3ccccc3)c(C)nn2c1C	0.0	4.0%	nt	1.9%	-0.4%	-1.9%	1.2%	-18.5%	-8.8%
CC(=O)Nc1ccc2nc(NC(=O)CCc3ccccc3)sc2c1	0.0	-16.9%	-0.3%	6.6%	104.6%[activator]	-5.0%	-5.3%	-11.7%	-9.9%
COc1ccc(-n2nnnc2SC(C)C(=O)NCC(=O)Nc2ccc(F)c(F)c2F)cc1 (centres undefined)	0.0	-5.0%	11.4%	53.6%[activator]	18.8%	-1.5%	2.0%	-26.7%	-10.0%
CCn1c(SCc2nc3ccccc3c(=O)[nH]2)nnc1-c1cccnc1	0.4	0.0%	-5.0%	-18.1%	1.7%	1.5%	-2.9%	0.3%	-2.8%
CCO/C=N/Nc1nc(C(F)(F)F)nc2c1cnn2Cc1ccccc1	-1.0	-6.3%[60.1 µM]	-15.4%	5.6%	8.6%	-5.0%	-10.4%	1.8%	-21.0%
Nn1c(SCc2ccccc2)nnc1C1CCCCC1	0.0	-11.1%	3.9%	71.5%[activator]	18.0%	-11.7%	-2.3%	?	-7.7%
CN(CC(=O)Nc1ccccc1Br)C(=O)c1ccc(COc2ccccc2)cc1	0.0	-8.0%	33.1%	-3.9%	-4.2%	6.8%	-8.0%	8.3%	-13.9%
CCN(CC)CCNC(=O)c1ccc2c(c1NCCO)C(=O)c1ccccc1C2=O	-0.7	-21.7%	?	?	-14.7%	32.4%[activator]	-28.7%	22.2%	-1.1%
CN1CCN(c2ccc(S(=O)(=O)N3CCCCC3)cc2NC(=O)c2ccc(F)cc2F)CC1	0.4	-16.3%	0.4%	31.2%[activator]	-28.1%	0.8%	2.1%	-46.7%	-1.1%
Cc1ccnc2nc(C(=O)Nc3ccc(N4CCOCC4)cc3)nn12	0.2	-4.7%	13.9%	5.4%	14.2%	-8.7%	0.9%	4.4%	-8.1%
CC1=CC(C)(C)N(C(=O)CCl)c2cc(C)ccc21	-1.1	7.0%	2.1%	5.1%	21.0%	-1.2%	0.8%	-5.7%	-12.8%
O=C(COCc1cc(-c2ccc3c(c2)OCO3)on1)N1CCN(c2ccc(F)cc2)CC1	-0.8	-0.7%	9.6%	79.4µM*	13.0%	14.9%	0.4%	-4.5%	-13.6%
COc1ccc(CC(=O)OCC(=O)Nc2ccc(Cl)cc2C)cc1	nt	-14.5%	6.3%	54.8%[activator]	nt	-4.4%	nt	-2.6%	nt
Cc1cc(C)c(S(=O)(=O)Nc2ncn[nH]2)cc1C	0.5	-5.9%	76.8%	39.8%[activator]	-1.2%	6.0%	-0.7%	-18.9%	3.5%
O=C(CN1CCN(S(=O)(=O)c2ccccc2)CC1)NC(=O)NC1CCCCC1	0.5	-2.6%	-1.8%	-3.9%	12.4%	-2.6%	-4.6%	55.8%[activator]	-13.0%
Cc1ccc(NC(=O)c2c(C)nc(Nc3nc4ccccc4o3)nc2C)cc1	-1.9	-18.1%	-1.8%	95.2%[activator]	4.1%	-4.5%	0.2%	-14.1%	-13.3%
COc1ccccc1NC(=O)N(CCCN1CCOCC1)Cc1cc2cc3c(cc2[nH]c1=O)OCO3	-0.4	-10.4%	-7.9%	7.6%	15.2%	-0.1%	1.7%	-29.3%	1.0%
CCOC(=O)C1(CC)NC(c2ccc(OC)c(OC)c2)C2C(=O)N(c3cccc(C(C)=O)c3)C(=O)C21 (centres undefined)	-0.3	2.5%	1.0%	-10.9%	18.9%	-1.6%	-2.1%	152.4%[activator]	-7.0%
O=C(Cn1c(=O)oc2ccccc21)Nc1nc(-c2ccc(Br)cc2)cs1	0.4	-10.3%	3.6%	6.9%	2.9%	5.8%	-6.9%	-27.6%	36.5%[activator]
S=c1[nH]nc(Nc2cccc3ccccc23)s1	-1.9	-16.0%	-3.0%	34.9%[activator]	31.9%	1.7%	-0.3%	?	-16.2%
CCOC(=O)C1CCN(C(=O)C2(NC(=O)Nc3ccc(F)cc3F)CCCCC2)CC1	0.4	-3.1%	11.7%	28.4%	-10.6%	4.7%	-1.2%	-19.4%	-5.0%
CC(NCc1cccc(OCc2ccccc2)c1)C(O)c1ccccc1 (centres undefined)	1.7	-0.1%	2.6%	19.4%	49.8%	-7.1%	1.5%	?	?
CC(=O)c1cccc(NC(=O)C2CCN(c3ncnc4c3nc3n4CCCCC3)CC2)c1	-1.0	-2.8%	nt	15.6%	-0.2%	-2.7%	-0.5%	-20.1%	-18.0%
COc1ccccc1CNC(=O)c1c(N)n(CCCN2CCOCC2)c2nc3ccccc3nc12	4.4	-5.6%	-11.5%	-23.5%[58.9 µM]	-13.7%	6.4%	-6.3%	-24.8%	89.2%[activator]
O=C1Nc2ccccc2N=C(c2ccccc2)c2ccccc21	-0.1	-11.7%	-4.2%	4.8%	3.7%	-1.7%	-16.1%	-20.5%	-1.7%
COc1ncc2nc(-c3cn(C)c4ccccc34)c(=O)n(Cc3ccc(F)cc3)c2n1	nt	4.3%[60.1 µM]	0.8%	nt	nt	nt	-1.7%	0.0%	nt
COc1ccc(-c2ccc(-c3noc(-c4ccc(OC)c(OC)c4)n3)c(OC)n2)cc1	0.4	nt	-1.4%	nt	-2.4%	nt	-2.4%	-5.7%	-14.1%
COc1ccc([C@@H]2[C@@H]3C(=O)N(C(C)(C)C)C(=O)[C@@H]3[C@]3(Cc4ccccc4)C(=O)N(c4cccc(C)c4)C(=O)N23)cc1	0.2	-6.7%	34.9%	-10.0%	nt	10.7%	nt	9.1%	nt
Cc1cc(N=Cc2cc(Cl)ccc2O)no1	20.5	-26.1%	3.6%	-14.8%[58.9 µM]	2.2%	-1.2%	-0.1%	23.6%	-9.4%
CCOc1cc(CNC2CCCC2)cc(Cl)c1OCc1ccc(F)cc1	0.1	-20.0%	-5.4%	-2.8%	0.9%	nt	68.1%[activator]	?	-24.0%
CSc1ccc(CN2CCC(n3nccc3NC(=O)CCCc3ccccc3)CC2)cc1	0.6	-17.6%	31.9%[activator]	-12.1%	-1.0%	6.3%	-3.5%	2.8%	-17.5%
